From PubChem BioAssay
DAGLB inhibitor: diacylglycerol lipase beta (human) inhibition; Q8NCG7; HEK293T DAGLB membrane lysate, EnzChek fluorogenic substrate; inhibition, % at 5.17 µM; 340,000 tested, 0.059% active; in the data active = inhibition above about 34%;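 also: 0% = enzyme with vehicle and 100% = wells lacking enzyme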
Target sequence (Q8NCG7 whole entry, looked up): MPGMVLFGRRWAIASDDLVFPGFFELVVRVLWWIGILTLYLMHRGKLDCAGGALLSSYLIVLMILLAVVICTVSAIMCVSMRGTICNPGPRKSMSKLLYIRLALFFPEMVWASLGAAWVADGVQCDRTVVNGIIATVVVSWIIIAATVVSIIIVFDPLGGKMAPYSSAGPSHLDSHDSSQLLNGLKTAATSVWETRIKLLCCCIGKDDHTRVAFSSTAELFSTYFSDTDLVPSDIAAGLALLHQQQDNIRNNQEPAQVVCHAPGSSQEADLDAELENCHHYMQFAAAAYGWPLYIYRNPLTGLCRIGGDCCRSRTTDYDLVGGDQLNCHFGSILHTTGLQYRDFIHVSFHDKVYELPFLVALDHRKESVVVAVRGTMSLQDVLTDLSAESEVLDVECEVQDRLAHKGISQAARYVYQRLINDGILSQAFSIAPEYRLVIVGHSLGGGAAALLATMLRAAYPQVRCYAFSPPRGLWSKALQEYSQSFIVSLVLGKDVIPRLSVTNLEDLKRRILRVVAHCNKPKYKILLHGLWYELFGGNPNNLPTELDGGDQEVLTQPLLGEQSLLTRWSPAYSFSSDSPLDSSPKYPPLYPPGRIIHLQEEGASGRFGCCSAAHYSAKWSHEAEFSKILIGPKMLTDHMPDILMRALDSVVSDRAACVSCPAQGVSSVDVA
Rtt109 HAT inh: C. albicans Rtt109 histone acetyltransferase inhibition; purified Rtt109/Vps75, ThioGlo CoA-SH fluorescence, 4 h; inhibition, % at 34.9 µM; 330,000 tested, 0.16% active;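 active = inhibition of at least 50% in every replicate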
Target sequence (Q5AAJ8 whole entry, looked up): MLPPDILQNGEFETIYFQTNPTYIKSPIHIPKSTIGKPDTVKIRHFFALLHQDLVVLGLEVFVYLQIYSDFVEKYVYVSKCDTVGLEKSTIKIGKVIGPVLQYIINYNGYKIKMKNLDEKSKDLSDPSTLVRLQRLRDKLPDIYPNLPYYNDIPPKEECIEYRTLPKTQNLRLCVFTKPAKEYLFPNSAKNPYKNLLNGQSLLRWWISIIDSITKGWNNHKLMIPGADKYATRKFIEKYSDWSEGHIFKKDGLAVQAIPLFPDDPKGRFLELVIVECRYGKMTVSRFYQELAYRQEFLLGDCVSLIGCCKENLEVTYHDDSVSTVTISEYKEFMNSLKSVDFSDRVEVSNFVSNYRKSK
CAL PDZ inh: blocks peptide binding to human CAL PDZ domain; purified CAL PDZ, TMR-peptide fluorescence polarization, 1 h; Q9HD26; inhibition, % at 20 µM; 330,000 tested, 0.02% active;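 active = highest replicate inhibition of at least 40%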;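 also: plate controls were DMSO neutral control wells for no effect and unlabeled competitor peptide control wells for full effect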
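Material: tagged CAL PDZ protein CerCALP, purified; buffer or medium: sodium phosphate/NaCl buffer pH 7.4 with TCEP, IgG, Thesit; also added: fluorescent TMR peptide probe; schedule: 1 h incubation at room temperature before polarization reading; technique: fluorescence polarization from S- and P-plane intensities, G-factor corrected; control set: unlabelled peptide and DMSO controls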
AddAB inh: less growth of phage-infected E. coli with AddAB; E. coli expressing H. pylori AddAB, absorbance growth; 330,000 tested, 0.29% active; AID 435030; inhibition, % at 11.9 µM; in the data active = inhibition above about 12%;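 also: 0% = vehicle wells of infected cells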
phage Ecoli inh: E. coli growth loss with phage present | growth absorbance | inhibition, % at 11.9 µM | 360,000 tested, 0.26% active | AID 651602; in the data active = inhibition above about 11%
E coli growth: bacterial growth inhibition, counter-screen for AddAB inhibitors. E. coli V3065 growth, OD600 absorbance, 18 h. inhibition, % at 11.9 µM. 330,000 tested, 0.27% active. AID 449728;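 active = inhibition above the campaign's mean inhibition across all tested compounds plus 3 SD, cut at about 9.9% in these data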;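 also: uninfected addAB+ strain grown without phage in ampicillin broth; 0% = DMSO wells and 100% = ciprofloxacin 0.95 µg/ml wells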
Tat transport: inhibitors of E. coli Tat protein transport; E. coli MC4100 TorA-mCherry Tat export, fluorescence; inhibition, % at 10 µM; 340,000 tested, 0.036% active;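 active = mean replicate inhibition at least 50% and at least half of replicates individually reaching 50%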;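 also: exported cargo escapes ClpAP degradation while cytoplasmic cargo is degraded and loses fluorescence; 0% = median of neutral control wells and 100% = median of NaSCN control wells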
PvdQ acylase: P. aeruginosa PvdQ acylase inhibition; purified PvdQ acylase, fluorescence plate reader; inhibition, % at 10 µM; 340,000 tested, 0.063% active; AID 488965; in the data active = inhibition above about 30%, passing the limit was not always enough;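 also: 0% = vehicle neutral wells and 100% = reference inhibitor wells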
Wnt act: Wnt/beta-catenin pathway activation; Wnt/beta-catenin reporter cell assay, activator, plate reader; activation, % at 9.35 µM; 300,000 tested, 1.2% active; in the data active = activation above about 30%, passing the limit was not always enough;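 also: 0% = neutral control wells and 100% = positive control wells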
PfHsp90 set2: inhibits growth of yeast expressing Plasmodium falciparum Hsp90. S. cerevisiae expressing PfHsp90, BacTiter-Glo ATP, 48 h; yeast lacking PDR1 and PDR3 efflux regulators. inhibition, % at 9.4 µM. 310,000 tested, 0.32% active;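 active = every replicate shows inhibition above about 80%, whatever the replicate mean, limit read from the data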;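 also: 0% = DMSO neutral controls and 100% = 20 µM radicicol positive controls; yeast relying on Plasmodium falciparum Hsp90 in place of its own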
Starred values were filed as active, the others as inactive; . = not tested or not shown. No enrichment for hits; any-hit rate near 1.9%.

SMILES	DAGLB inhibitor	Rtt109 HAT inh	CAL PDZ inh	AddAB inh	phage Ecoli inh	E coli growth	Tat transport	PvdQ acylase	Wnt act	PfHsp90 set2
COc1ccc(OCC(=O)Nc2ccccc2C(=O)N2CCCC2)cc1	-4	4	-1.9	1.9	-1.6	-1.2	-8	-7	4	-8
O=C(Nn1c(-c2ccccc2)nc2ccccc2c1=O)c1cccs1	-2	2	-1.2	2.9	2.9	-0.3	-1	-2	.	-29
O=S(=O)(N(Cc1ccccc1)[C@H](CO)Cc1ccccc1)N(Cc1ccccc1)[C@H](CO)Cc1ccccc1	-4	-7	-0.2	-0.4	1.9	-1.0	3	-17	-8	-2
COc1ccc(CN2CC(COCc3ccccc3)Oc3ccccc3S2(=O)=O)cc1 (stereo unspecified)	-10	2	1.0	-0.6	2.2	-2.1	-3	-16	-2	1
COc1cc(/C=C2/NC(=O)N(Cc3ccccc3F)C2=O)ccc1O	4	7	0.1	0.9	5.7	-2.8	-1	-6	28	12
COC(=O)C(O)(CC(=O)Nc1cccc(SC)c1)C(F)(F)F (stereo unspecified)	-2	2	-0.2	2.6	-0.5	-1.3	-4	-2	.	21
CCOC(=O)N1CCN(CC(O)COc2ccc(C)cc2C(C)(C)C)CC1 (stereo unspecified)	-3	3	0.0	3.0	4.0	-1.4	9	8	-2	-7
CC1=[N+]([O-])C(N2CCOCC2)C(O)(c2ccccc2)C1 (stereo unspecified)	2	6	-0.2	3.4	2.4	1.2	-7	-16	.	7
CCOc1ccccc1C(=O)N[C@H](C(=O)Nc1cc(S(=O)(=O)N(C)C)ccc1OC)C(C)C	0	3	-0.5	1.2	0.1	0.4	-2	-10	0	-6
COc1ccc2c(c1)c(C(=O)O)c(C)n2-c1ccccc1	2	1	0.5	1.0	0.0	1.0	8	-12	1	-23
CN(CCO)C(=O)C1CCN(c2ncc(C(F)(F)F)cc2Cl)CC1	0	-2	-0.4	1.2	3.2	-1.1	-1	-1	-9	-1
Cc1ccc(SCC(=O)OCC(=O)N(CC(C)C)c2c(N)n(Cc3ccccc3)c(=O)[nH]c2=O)cc1C	0	2	-1.8	-1.1	-0.4	1.0	8	-10	-5	.
CCOc1ccc(Nc2nc(NCCN3CCOCC3)nc(OC)n2)cc1	4	4	-0.7	-2.5	2.6	-1.5	10	-11	-5	28
COc1ccc(-n2nnnc2SCC(=O)N2CCCc3ccccc32)cc1OC	-2	-3	-0.9	0.2	2.1	0.9	-5	-15	-6	9
Cc1ccc(Oc2ncccc2/C=N/OCc2ccc(Cl)cc2Cl)cc1	1	-11	-0.1	1.9	2.1	-3.2	-3	-6	.	.
CCCNC(=O)CCc1c(C)nc2nc(-c3cc(OC)cc(OC)c3)nn2c1C	2	-6	-0.5	0.9	3.1	-1.5	-2	-17	-3	.
COc1ccc(OC)c(C=NNC(=O)c2ccccc2NS(=O)(=O)c2cccs2)c1	5	1	-2.0	2.9	1.9	2.1	2	-12	4	1
Cc1ccc(NC(=O)CCN2CCN(CCO)CC2)cc1	-2	0	0.4	.	3.5	.	7	-15	-1	-3
COC(=O)C1=C(C)N(Cc2ccccc2)C(=NCc2ccccc2)N[C@H]1c1cccc(F)c1	2	14	-2.0	4.1	5.1	-0.9	12	-5	-11	-24
COC(=O)COc1nsnc1N1CCOCC1	1	-9	0.3	0.3	1.4	-2.9	2	-9	.	.
CC1(C)CC(=O)C2=C(C1)N(c1ccc(F)cc1)C(=O)CC2c1cccnc1 (stereo unspecified)	-2	5	-1.3	1.6	2.8	-1.4	-10	-5	-2	-18
CN(C)c1ccc(/C=C/c2ccc3c4ccccc4ccc3[n+]2-c2ccccc2)cc1	35*	64*	7.5	.	17*	.	-335	4	-9	.
CCN(CC(=O)NCc1cccs1)C(=O)c1cc(S(=O)(=O)NCc2ccccc2)ccc1C	-2	-2	0.9	0.3	0.7	1.3	-9	-17	-4	24
COc1ccc(C(=O)NC(C)CCc2ccccc2)cc1 (stereo unspecified)	-3	2	0.0	-0.6	2.7	1.3	4	10	5	13
O=C(NCc1ccco1)c1ccccc1O	-2	0	-0.5	.	2.4	.	-3	-10	0	24
CCOC(=O)c1ccc(NC(=O)c2nc[nH]c2C(=O)N(CC)CC)cc1	-9	-4	0.3	1.1	1.6	-1.0	0	-5	3	0
CCC(=O)c1cc(F)c(N2CCN(C(=O)Cc3ccccc3)CC2)cc1C	-9	-1	-2.1	6.4	5.4	5.8	5	1	-1	-8
CCCc1nnc(NC(=O)CN2CCOCC2)s1	0	-5	-2.2	1.7	0.0	1.9	-2	-8	-3	-18
NNC(=O)c1ccc(N2CCc3ccccc32)c([N+](=O)[O-])c1	28	-10	-0.4	1.2	3.2	1.1	20	10	-1	5
CCc1cccc(NC(=O)Cn2ncn3c(cc4ccccc43)c2=O)c1	-2	-1	0.0	0.2	-0.8	-1.6	-10	-3	-8	-5
COC(=O)c1nc2n(n1)C(c1ccc(OC)c(OC)c1OC)C1=C(CCCC1=O)N2 (stereo unspecified)	-2	-5	0.5	1.4	1.1	0.4	-1	-3	.	-11
Cc1c(N=C2C(=O)Nc3ccccc32)c(=O)n(-c2ccccc2)n1C	0	20	0.2	1.0	2.4	0.8	-9	-4	-1	-2
COc1ccc(Cl)cc1NC(=O)CN(C)C(=O)c1ccc(N2CCCCCC2)c([N+](=O)[O-])c1	5	-2	-2.9	-1.0	3.6	0.5	11	-4	-3	.
Nc1ccn(C2CC(O)C(CO)O2)c(=O)n1 (stereo unspecified)	1	-11	-0.4	-1.8	2.7	-3.5	8	-5	-1	27
Cn1c(O)c(C2=c3ccccc3=NC2=O)sc1=Nc1ccc(Cl)cc1	19	-4	0.9	1.5	1.7	-2.6	-4	-16	-5	13
CCCCOC(=O)Nc1ccc2c(C)cc(=O)oc2c1	1	6	.	0.1	3.4	-1.7	9	-6	59*	.
C=CCc1cc(/C=C2/NC(=S)NC2=O)cc(OC)c1O	-3	-9	.	6.6	1.3	-0.6	3	3	.	-8
CCN(C[C@H]1N[C@@](C)(C(=O)OC)[C@H]2C(=O)N(C)C(=O)[C@@H]12)C(=O)c1ccc(C)cc1	0	7	-0.9	0.2	1.4	2.1	-18	-9	0	-1
Cc1ccc(NC(=O)C2CSC3(C)CCC(=O)N23)cc1S(=O)(=O)N1CCOCC1 (stereo unspecified)	-2	0	-0.4	-0.8	1.5	-1.9	3	0	-5	.
Cc1ccc(OCCOCCOc2cccc3cccnc23)c(Br)c1	-4	19	-2.2	7.6	3.8	0.7	6	10	.	-7
O/N=C1\CC2(Cc3nonc31)OCCO2	0	9	-0.1	3.5	0.9	0.2	-2	1	-1	-4
O=S(=O)(c1ccc(SCc2ccc(Cl)cc2)nc1)N1CCCC1	-12	-2	-2.4	0.1	2.0	0.3	3	-10	-3	.
CCN(Cc1cc(=O)n2ccsc2n1)c1cccc2ccccc12	0	.	-0.6	0.6	3.0	-0.4	2	-2	4	-3
O=C(Cc1ccccc1)c1nnc(-c2ccccc2)o1	-3	7	-0.4	2.0	1.8	0.0	3	3	11	-22
O=S(=O)(c1ccc(F)cc1)N1CCCN(Cc2c(F)cccc2F)CC1	-7	12	-0.9	-0.8	1.6	-0.5	0	-3	-2	2

A draw from above in order of SMILES length, lowest first:
SMILES	DAGLB inhibitor	Rtt109 HAT inh	CAL PDZ inh	AddAB inh	phage Ecoli inh	E coli growth	Tat transport	PvdQ acylase	Wnt act	PfHsp90 set2
Nc1ccn(C2CC(O)C(CO)O2)c(=O)n1 (stereo unspecified)	1	-11	-0.4	-1.8	2.7	-3.5	8	-5	-1	27
COc1ccc(Cl)cc1NC(=O)CN(C)C(=O)c1ccc(N2CCCCCC2)c([N+](=O)[O-])c1	5	-2	-2.9	-1.0	3.6	0.5	11	-4	-3	.
CCN(C[C@H]1N[C@@](C)(C(=O)OC)[C@H]2C(=O)N(C)C(=O)[C@@H]12)C(=O)c1ccc(C)cc1	0	7	-0.9	0.2	1.4	2.1	-18	-9	0	-1

Later entries:
SMILES	DAGLB inhibitor	Rtt109 HAT inh	CAL PDZ inh	AddAB inh	phage Ecoli inh	E coli growth	Tat transport	PvdQ acylase	Wnt act	PfHsp90 set2
O=C(CNC(=O)c1ccccc1)OCCOc1cccc(Cl)c1	-2	-4	-2.4	0.3	2.5	0.0	-2	-10	1	.
CCOc1ccc(CN2CCNC(=O)C2CC(=O)NCCC2=CCCCC2)cc1 (stereo unspecified)	.	-2	-1.1	-4.9	5.7	-1.2	3	-13	-1	10
COc1ccc(CNC(=O)C2CCN(C(=O)c3csc(Nc4ccc(C)cc4)n3)CC2)cc1	0	10	-1.0	1.4	0.6	-2.3	14	5	0	6
C=CCN(c1ccccc1OC)S(=O)(=O)c1cccc(C(=O)OC2CCOC2=O)c1 (stereo unspecified)	-3	3	0.1	-0.1	-0.1	-1.4	21	-3	-6	3
CN1C(=O)c2cccc3c(N(C)C)ccc(c23)C1=O	-3	-2	-1.3	3.2	0.2	0.2	0	3	21	-4
O=C(CN1CCN(Cc2ccccc2F)C1=O)NCc1cccnc1	-1	18	-0.8	-1.2	1.3	-0.4	-3	-5	-1	18
O=C(CSc1ccccn1)Nc1ccc2c(c1)C(=O)c1ccccc1C2=O	-2	5	-0.5	1.9	3.1	-1.5	14	6	.	0
Cc1nc(CS(=O)(=O)c2ccc(Cl)cc2)cc(Sc2ccccc2Cl)n1	-4	-5	-1.1	-0.9	-0.1	-2.5	-4	-9	.	-17
C(=Cc1c[nH]c2ccccc12)c1ccc2ccccc2n1	-1	-5	1.3	.	3.3	.	-14	-9	5	.
Cc1ccc2oc3c(SCc4nc5ccccc5[nH]4)nc(C)nc3c2c1	-6	-3	-1.4	2.2	2.3	-0.9	-7	1	4	7
Cc1ccc(CNC(=S)NCc2ccncc2)cc1	0	-15	-1.1	2.2	4.2	1.1	-11	-13	-2	-2
Cc1nn(Cc2ccccc2)c(C)c1NC(=O)c1cc(-c2ccc3c(c2)OCO3)on1	-1	7	0.6	-0.9	1.6	-1.3	-6	8	.	11
CC(C)(C)NC(=O)c1ccc2nsnc2c1	1	2	-0.6	-0.7	5.0	-1.7	-10	2	.	8
CC1=C(C(=O)N2CCOCC2)C(c2ccc(Br)cc2)NC(=S)N1c1ccccc1 (stereo unspecified)	0	12	-2.0	-0.9	0.4	1.1	3	0	6	-5
CN(C)CCCN(C(=O)CCSc1ccccc1)c1nc2cc3c(cc2s1)OCO3	2	-7	-2.7	-1.7	3.2	-4.3	7	-1	1	-2
Cc1ccc(S(=O)(=O)NCc2csc(C)n2)c(C)c1	-1	-21	-0.2	0.8	2.0	-0.1	-4	-7	.	-7
CC(=O)Nc1ccc(NC(=S)NC(=O)/C=C/c2ccccc2)cc1	1	9	-1.5	1.0	4.5	-0.4	-12	12	-2	-10
O=c1oc2ccccc2c(O)c1/C=N/c1ccccn1	0	-5	-0.4	2.4	1.4	0.1	-9	-13	.	-9
O=C(CN1CCN(Cc2ccccc2Cl)C1=O)NCc1cccnc1	-2	1	-0.9	-1.4	-1.4	-0.1	-3	-1	4	18
Cc1ccc(C)c(NC(=O)Cn2nnc(C(=O)NCc3cccs3)c2N)c1	1	1	0.3	2.6	1.7	-2.5	-8	6	-7	-5
Cc1cc(NC(=O)CCC(=O)N(Cc2ccco2)C(C(=O)NC2CCCCC2)c2cccs2)no1 (stereo unspecified)	3	1	-0.4	0.6	0.2	-1.5	5	-13	-2	-5
Cc1cccc(Cl)c1OCCCCn1ccnc1	1	35	-2.0	0.0	5.1	1.4	15	9	.	6

Individual results from the list.
Entry for NNC(=O)c1ccc(N2CCc3ccccc32)c([N+](=O)[O-])c1 in phage Ecoli inh: 3.2
Entry for O=S(=O)(c1ccc(F)cc1)N1CCCN(Cc2c(F)cccc2F)CC1 in CAL PDZ inh: -0.9
